Screening data from PubChem.
GALK inh – galactokinase (human) inhibition. P51570. Purified GALK, Kinase-Glo residual ATP luminescence. Potency, µM (top dose mostly 57.5 µM), inactives show top-dose activity change, negative = inhibition, actives largely listed as inhibitors. AID 1868. actives 0.007% (n = 270,000); further: potency means the concentration at half of the fitted maximal effect; on the % scale 0 is the no-effect control and ±100 the full control effect
Target sequence (P51570 whole entry, looked up): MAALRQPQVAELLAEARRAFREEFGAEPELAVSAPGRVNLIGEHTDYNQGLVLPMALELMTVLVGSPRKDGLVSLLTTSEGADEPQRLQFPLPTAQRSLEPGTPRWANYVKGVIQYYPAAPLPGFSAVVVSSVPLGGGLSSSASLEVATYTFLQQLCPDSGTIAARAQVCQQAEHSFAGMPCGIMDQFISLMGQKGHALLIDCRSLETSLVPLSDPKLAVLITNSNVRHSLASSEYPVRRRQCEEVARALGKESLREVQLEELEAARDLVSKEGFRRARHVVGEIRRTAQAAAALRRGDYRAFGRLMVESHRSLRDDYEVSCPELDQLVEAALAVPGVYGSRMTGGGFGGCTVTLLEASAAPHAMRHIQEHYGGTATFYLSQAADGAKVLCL
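GALK at 5 nM final was combined with compound, 35 uM ATP and 100 uM galactose in HEPES pH8.0 with MgCl2 and DTT. The reaction ran one hour at room temperature before luminescent ATP detection.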
Mito fusion act – mitochondrial division inhibition or fusion activation. S. cerevisiae fusion-defective mutant growth rescue, CellTiterGlo 48 h. Potency, µM (doses to about 46.1 µM), for the others: at the highest dose growth rescue (activation), most hits filed as activators. actives 0.23% (n = 320,000). AID 485298;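 further: potency means the concentration at half of the fitted maximal effect; % of control where 0% means no effect; nearly all actives have a fitted effect of over 45% in size; temperature-sensitive fusion mutants such as fzo1-1 at 37 °C on non-fermentable ethanol glycerol medium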
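Luminescent cell viability in 1536-well qHTS format served as the measure of rescued growth in ts fusion-mutant S. cerevisiae cultured on non-fermentable YPEG for 48 hours at 37C.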
USP2a inh – USP2a (human) protease inhibition; USP2 core, Ub-CHOP2 coupled fluorogenic reporter, 485/531; Potency, µM (top dose mostly 38.3 µM), for inactives: at the top dose activity change, negative = inhibition, most hits filed as inhibitors; O75604; actives 0.01% (n = 330,000);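 further: potency means the concentration at half of the fitted maximal effect; plate controls were DMSO wells for no effect and full inhibition by NEM control for full effect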
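USP2 core (10nM final) preincubated 30min RT with compound in 20mM Tris-HCl pH 8.0, 2mM CaCl2, 2mM beta-mercaptoethanol, 0.05% CHAPS; 25nM Ub-CHOP2 plus 25nM reporter substrate added, fluorescence (Ex485/Em531) read after 60min.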
ASM inhibitor – human S-ASM enzyme inhibition; placental ASM, HMU-PC fluorogenic substrate, 60 min; P17405; AID 504937; actives 0.006% (n = 340,000); Potency, µM (highest dose often 57.5 µM), without a hit: at the top dose activity change, negative = inhibition, actives largely listed as inhibitors; further: potency means the concentration at half of the fitted maximal effect
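qHTS format. ASM enzyme prepared from human placenta hydrolyses the fluorogenic substrate HMU-PC0 (9 uM final) over 60 min at 37 °C after a 10 min compound preincubation.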
Eya2 phos inh – Eya2 (human) phosphatase inhibition; actives 0.006% (n = 330,000); recombinant Eya2, OMFP fluorescence dephosphorylation (OMFP is methylfluorescein phosphate); Potency, µM (highest dose often 76.9 µM), for the others: at the top dose activity, negative = inhibition, most hits filed as inhibitors; O00167; AID 488837; further: potency means the concentration at half of the fitted maximal effect; on the % scale 0 is the no-effect control and ±100 the full control effect
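Eya2 protein (added as 0.2 uM solution) was preincubated with compound for 10 min at ambient temperature in 50 mM HEPES pH 7.5, 50 mM NaCl, 5 uM MgCl2, 0.05% BSA, 1 mM DTT. OMFP (added at 50 uM) then reacted 10 min; fluorescence read at 485/525 nm.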
hERG WT inh – KCNH2 (human, wildtype) channel inhibition. Q12809. U2OS, BacMam KCNH2, thallium flux FluxOr; active compounds read low. activity change, % at 1.84 µM. actives 0.37% (n = 340,000). AID 720551;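 active means maximum activity change below -70%; inconclusive means maximum activity change between -70% and -50%; inactive means maximum activity change above -50%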; further: on the % scale 0 is the no-effect control and ±100 the full control effect
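U2OS cells were transduced with wild-type KCNH2 virus (2.03 x 10^8 / mL) for 4 h at room temperature, then cultured overnight at 37 C. Thallium flux was read with FluxOr dye. Rate constants were normalized to DMSO controls.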
PKM2 act – PKM2 (human) enzyme activation; P14618; purified PKM2, Kinase-Glo ATP luminescence, activation; response scale: 0% is enzyme alone, no compound; Potency, µM (top dose mostly 57.5 µM), for inactives: top-dose activation, most hits filed as activators; actives 0.34% (n = 260,000); further: potency means the concentration at half of the fitted maximal effect; on the % scale 0 is the no-effect control and ±100 the full control effect; nearly all actives have a fitted effect of over 55% in size
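ATP formation by purified human PK-M2, quantified via coupled luciferase luminescence after 1 h at room temperature with 0.1 mM ADP and 0.5 mM PEP final.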
TSHR antag – antagonists of human thyroid stimulating hormone receptor. P16473. TSHR-expressing cells, TSH-stimulated cAMP HTRF, 2 h; active compounds read low. activity change, negative = inhibition, % at 11.5 µM. actives 0.2% (n = 330,000);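 active means activity change below a set negative limit, meaning inhibition stronger than a set level, cut at about -70% in these data; inconclusive means activity change between two set negative limits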; further: on the % scale 0 is the no-effect control and ±100 the full control effect
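Antagonism was scored as loss of TSH-driven cAMP in TSHR cells, stimulated with 4nM TSH (EC80) for 2 hours at 37 deg C and detected by homogeneous HTRF competition immunoassay.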
Chronic BCR inh – chronic active BCR signaling inhibition; ABC-DLBCL IkBa-CBG/CBR reporter, luminescence ratio, 4 h; Potency, µM (top dose mostly 46.1 µM), without a hit: at the top dose ratio change, negative = lower green/red ratio, hits mostly inhibitors; actives 0.05% (n = 340,000); AID 493014; active means well fitted inhibition curve with a large enough effect in the signal ratio, with a control signal flat, not every such curve was filed as active; inconclusive means small, poorly fitted or top-dose-only effect, or effect the other way, or a change in a side signal; the % refers to the signal ratio;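 further: potency means the concentration at half of the fitted maximal effect; plate controls were basal doxycycline-induced cells for no effect and cells given 10 µM MG132 for full effect; MG132 reads +100%, hits lower the ratio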
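Concentration-response series (up to 46 uM) were applied to TMD8 dual-reporter cells for 4 h at 37C with doxycycline. Green/red ratio, after filter-overlap correction, defined %Activity; red signal alone was normalised to basal cells and zero luminescence.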
Menin-MLL TR inh – menin-MLL binding inhibition, Texas Red mutant peptide; Menin + Texas Red MLL mutant peptide, fluorescence polarization; actives 0.23% (n = 270,000); O00255; Potency, µM (titrated, usually from 61.6 µM), inactives show top-dose FP activity change, negative = inhibition, most hits filed as inhibitors; active means well fitted inhibition curve with a large enough effect in the polarisation, with a control signal flat, not every such curve was filed as active; inconclusive means small, poorly fitted or top-dose-only effect, or effect the other way, or a change in a side signal; inactive means no such curve, though single readings can be large or run the other way; the % refers to the polarisation; further: potency means the concentration at half of the fitted maximal effect; % of control where 0% means no effect; many of its hits are not listed in these tables
Target sequence (O00255 whole entry, looked up): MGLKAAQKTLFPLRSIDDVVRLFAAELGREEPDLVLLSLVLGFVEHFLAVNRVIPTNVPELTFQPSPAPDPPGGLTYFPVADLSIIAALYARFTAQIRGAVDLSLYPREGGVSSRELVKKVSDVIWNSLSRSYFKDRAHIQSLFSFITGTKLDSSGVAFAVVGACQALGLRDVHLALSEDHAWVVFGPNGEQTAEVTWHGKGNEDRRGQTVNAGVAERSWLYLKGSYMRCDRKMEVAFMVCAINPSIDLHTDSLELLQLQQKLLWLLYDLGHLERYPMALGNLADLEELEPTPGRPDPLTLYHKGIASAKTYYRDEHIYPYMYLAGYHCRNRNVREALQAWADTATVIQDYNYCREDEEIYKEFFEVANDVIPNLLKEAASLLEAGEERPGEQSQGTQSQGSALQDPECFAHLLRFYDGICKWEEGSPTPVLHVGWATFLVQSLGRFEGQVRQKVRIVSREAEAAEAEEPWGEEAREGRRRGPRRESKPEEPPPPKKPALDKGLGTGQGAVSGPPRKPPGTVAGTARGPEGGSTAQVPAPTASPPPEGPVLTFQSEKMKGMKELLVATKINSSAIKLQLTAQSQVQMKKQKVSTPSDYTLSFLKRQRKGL
MBNL1 CUG block – blocks human MBNL1 binding to CUG repeat RNA; TR-FRET MBNL1-His/biotin-(CUG)12 binding, 665/545 ratio; Q9NR56; AID 2675; actives 0.036% (n = 280,000); Potency, µM (series often up to 57.5 µM), inactives show top-dose activity change, negative = inhibition, hits mostly inhibitors; active means well fitted inhibition curve with a large enough effect in the signal ratio, with a control signal flat, not every such curve was filed as active; inconclusive means small, poorly fitted or top-dose-only effect, or effect the other way, or a change in a side signal; inactive means no such curve, though single readings can be large or run the other way; the % refers to the signal ratio; further: potency means the concentration at half of the fitted maximal effect; on the % scale 0 is the no-effect control and ±100 the full control effect
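Ratiometric TR-FRET (665 over 545 nm, excitation 340 nm) tracks disruption of MBNL1-His/biotin-(CUG)12 complex after 60 min at room temperature, with compounds at 92 nM to 58 uM final.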
An asterisk follows results filed as active; ? = inconclusive; / = no result given; [ ] = dose if it differs, or a comment. Unless noted, the call rests on the fitted dose curve; in most records, active means well fitted curve in the direction sought with a large enough effect; inconclusive means small, poorly fitted or top-dose-only effect, or another doubt; inactive means no such curve, though single readings can be large; an effect the other way counts as inactive or inconclusive. A portion of the library; the hit share may differ from the screen's.

Molecule	GALK inh	Mito fusion act	USP2a inh	ASM inhibitor	Eya2 phos inh	hERG WT inh	PKM2 act	TSHR antag	Chronic BCR inh	Menin-MLL TR inh	MBNL1 CUG block
CCOC(=O)C1CCN(S(=O)(=O)c2ccc(OC)c(C(=O)N3CCCCC3)c2)CC1	10%	5%	0%	3%	4%	18	3%	7	0%	-18%	0%
CCCOc1ccccc1/C=C1/C(=O)ON=C1C	1%	-13%	4%	0%	-12%	6	/	-1	1%	15%	3%
CCNC(=O)Cn1cc(C(F)(F)F)cc(Cl)c1=O	-1%	1%	-1%	2%	-8%	-12	3%	0	-7%	/	-1%
O=C(COc1ccc(S(=O)(=O)NC2CCCCC2)cc1)N1CCN(c2cccc(Cl)c2)CC1	-1%	3%	-2%	-6%	7%	2	-15%	-18	?	/	-7%
CC(C)CNC(=S)NC1CC2CCCC(C1)N2Cc1ccco1 (configuration not stated)	/	-1%	5%	3%	7%	13	-1%	2	-23%	-7%	-8%
O=C(CSc1nnnn1-c1ccccc1Cl)Nc1ccc2c(c1)OCCO2	0%	-6%	1%	3%	-5%	-13	2%	9	-4%	4%	0%
Cc1cc(S(=O)(=O)NCC2CCCO2)c(C)cc1Br (configuration not stated)	5%	4%	-1%	0%	8%	3	-4%	-10	-1%	-10%	-2%
Cc1cc(=O)oc2c(C)c3occc3cc12	2%	-2%	4%	29%	7%	1	-11%	1	0%	8%	5%
O=C(O)c1ccc(CSc2nc3ccccc3[nH]2)cc1	-1%	1%	0%	6%	5%	1	-3%	2	?	11%	-2%
Cc1cccc(N=C2Sc3nc4c(C)c(C)ccc4cc3CN2CCN2CCOCC2)c1	1%	-11%	-3%	?	-16%	2	38%	9	12%	-24%	10%
CC(Oc1ccccc1)C(=O)Nc1c2c(nn1-c1ccccc1)CS(=O)C2 (configuration not stated)	7%	1%	-3%	7%	-10%	1	0%	28	3%	/	-2%
CCOC(=O)C1CCN(C(=O)C(C)Sc2ccc(Cl)cc2)CC1 (configuration not stated)	1%	3%	-1%	5%	-3%	10	-12%	-3	-2%	2%	13%
CC(=O)Nc1ccc(C(=O)n2nc(C)cc2C)cc1	2%	1%	-1%	2%	18%	-4	-11%	15	-2%	-1%	-6%
Cc1ccccc1/C=N/N=C1/NC(=O)CCS1	-1%	1%	1%	-3%	10%	4	3%	-4	?	/	16%
COCCNC(=O)Nc1ccc2c(c1)N(C)C(=O)c1ccccc1S2	-1%	-2%	4%	-2%	9%	3	8%	2	-1%	1%	-3%
O=C1C(C=NCc2cccnc2)=C(O)c2ccccc21	2%	-2%	-1%	-1%	-8%	-10	-10%	2	-1%	0%	7%
O=S1(=O)CCN2N=C(C3CC3)SC2=N1	-8%	11%	-1%	2%	7%	2	0%	-3	10%	-10%	0%
CC(=O)c1ccc(N2C(=NC(=O)C3CCCCC3)SC3CS(=O)(=O)CC32)cc1 (configuration not stated)	-3%	1%	2%	-2%	1%	0	/	-9	6%	31%[activator]	0%
Cc1c(NC(=O)CSCc2ccc(Cl)cc2Cl)cccc1C(=O)O	-3%	-2%	2%	2%	2%	-3	1%	3	2%	-4%	-6%
CC(=O)N(CCCN1CCOCC1)Cc1ccncc1	-1%	0%	-1%	5%	-4%	10	0%	4	1%	5%	-2%
COc1ccc(OCC(=O)NNC(=O)C2CCC2)cc1	/	/	2%	5%	9%	21	/	/	6%	/	/
CN(CCC1CCCCO1)Cc1cn(C)nc1-c1ccc2c(c1)OCCO2 (configuration not stated)	3%	-1%	-1%	-1%	-6%	-16	-3%	-1	-6%	17%	-1%
Cc1ccc(NC(=S)N(CCN2CCCCC2)Cc2ccco2)cc1	1%	-6%	2%	8%	1%	34	-8%	10	7%	-7%	-23%
O=C(Nc1c2c(nn1-c1ccc(F)cc1)CS(=O)C2)c1ccc2c(c1)OCO2 (configuration not stated)	5%	-7%	-1%	6%	?	20	4%	21	1%	/	0%
COc1ccccc1NC1=Nc2cccc3cccc1c23	-2%	-4%	1%	-7%	3%	-6	5%	5	-19%	/	26%
O=C(Cc1ccsc1)N1CCc2c([nH]c3ccccc23)C1c1ccccn1 (configuration not stated)	8%	-2%	-1%	26%	5%	3	-32%	46	?	-16%	20%
C/C(=N\NC(=O)CSc1nc(C)cc(C)n1)c1ccc([N+](=O)[O-])cc1	/	0%	0%	0%	4%	1	4%	-4	-15%	/	?
c1ccc(C2=Nn3c(nnc3-c3cccnc3)SC2)cc1	5%	22%	2%	0%	-19%	-10	0%	-11	?	-15%	-9%
CC1(C)C(=O)Nc2ccccc2N1C(=O)COC(=O)/C=C/c1ccc(OC(F)F)cc1	/	-7%	0%	0%	-21%	4	/	-20	1%	/	/
COc1ccc(OC)c(N=C(C)C2=C(O)COC2=O)c1	-3%	-2%	3%	1%	-7%	1	-4%	-2	-6%	-17%	4%
COc1cc(S(=O)(=O)Nc2ccc3nc(C)sc3c2)ccc1NC(C)=O	/	3%	0%	5%	-4%	10	/	-1	-13%	/	/
COC(=O)c1[nH]c2cccc(Cl)c2c1NC(=O)CN1CCN(CCO)CC1	5%	-4%	0%	1%	2%	-12	-1%	0	-13%	2%	-1%
COc1ccc(C(=O)OCC(=O)NC(=O)NC2CCCC2)cc1OC	/	0%	-2%	6%	-2%	-3	/	51	?	/	/
COc1ccc(C2SCCN2S(=O)(=O)c2ccc(NC(C)=O)cc2)cc1 (configuration not stated)	-3%	0%	-1%	-7%	12%	-3	6%	-10	-13%	/	4%
CCc1cccc2c(C(=O)COC(=O)/C=C/c3ccc(O)c(OC)c3)c[nH]c12	0%	27%	-6%	25%	-4%	5	1%	7	?	?	2%
COc1ccc(N2C(S)=C(C#N)C(=O)NC2c2ccc(OC)c(OC)c2)cc1 (configuration not stated)	-6%	4%	0%	4%	2%	-11	?	9	-20%	24%	4%
CN(C)C(CNC(=O)CN1C(=O)NC2(CCc3ccccc32)C1=O)c1ccco1 (configuration not stated)	-3%	-2%	3%	3%	16%	9	7%	-2	15%	16%	-7%
COc1ccc(C2=NN(c3nc(-c4ccc(CNC(C)=O)cc4)cs3)C(c3ccco3)C2)cc1 (configuration not stated)	14%	-15%	3%	185%[activator]	-5%	6	12%	-15	12%	?	42%[activator]
Nc1nc(-c2ccccc2)c(N=Nc2ccc(Cl)cc2)s1	0%	2%	-2%	-15%	1%	-3	5%	-9	?	?	/
O=C(c1ccc2c(c1)OCO2)N1CCOCC1	0%	-4%	3%	4%	3%	-20	1%	4	-6%	-6%	-2%
COc1ccc(C2C(C#N)=C(/N=C/N3CCOCC3)OC3=C2C(=O)CC(C)(C)C3)cc1OC (configuration not stated)	1%	0%	1%	2%	21%	-37	-4%	14	-11%	-5%	-4%
CCCc1cc(=O)[nH]c(SCC(=O)Nc2c(C)cccc2C)n1	-1%	-2%	4%	-1%	?	0	-1%	3	-4%	6%	-9%
CCn1cc(C2=NOC(C(=O)Nc3cccc(C(C)=O)c3)C2)c(C)n1 (configuration not stated)	1%	-2%	0%	-3%	7%	-5	?	-16	6%	?	-11%
O=C(N/N=C\c1cc(Br)cs1)C1COc2ccccc2O1 (configuration not stated)	1%	9%	2%	-3%	7%	0	8%	-5	2%	7%	-13%
Cc1ccc(Cl)c(OCC(=O)Nc2cccnc2)c1	0%	?	0%	-4%	9%	-41	12%	-32	1%	/	-7%
Cc1ccc(CNC(=O)CN2C(C)CCCC2C)cc1 (configuration not stated)	-1%	-2%	0%	2%	2%	-4	-3%	4	-14%	-19%	-12%
